Compound activity deposited in PubChem BioAssay by several laboratories.
Autophagy mod = autophagy modulators in MEF cells, primary screen, imaging, high-content, MEF GFP-LC3; MEF GFP-LC3 puncta imaging; test concentration mostly 10 µM; calls only at 10 µM (by protocol); actives 0.98% (n = 190,000); AID 463193, 2010;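 active = percentage of spot-positive cells more than 3 SD above its plate mean, without a fluorescence outlier flag or 80% toxicity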;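 note: spot-positive cell cutoff set from DMSO-treated cells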
PhoP inhibition = inhibitors of PhoP regulon expression, primary screen, Salmonella Typhimurium, GFP reporter (AID 1863) | inhibition, % at 50 µM; hits with a dose series show IC50 in µM | actives 0.16% (n = 300,000) | S. Typhimurium PhoP-regulated promoter GFP reporter, 4 h; higher % means a stronger effect;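 active = inhibition over 29.93%, a cutoff 3 SD above the screen mean, later confirmed by dose response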;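 note: 0% = low Mg2+ inducing control and 100% = high Mg2+ repressing control; strong numbers were not always called active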
Insulin prom up = insulin promoter activators in MIN6 cells, imaging, high-content screening, mouse beta cells | MIN6 insulin promoter-GFP reporter; stronger effect = higher value | z-score at 5 µM | actives 0.3% (n = 190,000) | AID 1625, 2009;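 active = z-score above 3 at 5 µM with at least 500 cells counted in the well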
T cell modulator = modulators of CD8 T cell-vesicle binding, primary screen, mouse 2C CD8+ T cells, flow cytometry; 2C CD8+ T cell-vesicle binding; stronger effect = lower value; calls only at 7 µM; actives 0.068% (n = 330,000); AID 2052, 2009;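 active = response, share of CD8 T cells binding vesicles, and their 90th percentile fluorescence all below set limits, cut at about 80% in these data, passing the limit was not always enough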
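Benchmarks: naked versus QL9-loaded vesicles / Assay system: purified 2C TCR transgenic mouse naive CD8+ T cells / Technique: high-throughput flow cytometry with anti-B7-1 and anti-CD8 staining / Timing: Cell–vesicle co-incubation 1.5 h at 37 °C, staining 20 min on ice / Read-out: percent CD8+ FL2 mean versus row control / Probe or stimulus: QL9-loaded Drosophila micro-vesicles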
ER stress rescue = rescue of cells from ER stress-induced death, primary screen, 384-well, CSM14.1, thapsigargin, ATP luminescence (AID 1222). cellular ATP content (survival), % at 20 µM, or EC50 in µM where a hit was titrated. 190,000 tested, under 10 active. CSM14.1 thapsigargin-induced death rescue, ATP luminescence; higher % means a stronger effect;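 active = EC50 below 50 µM in the dose-response confirmation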;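 note: death triggered by thapsigargin at about 15 µM added after 2 h compound pretreatment; cell ATP read after overnight thapsigargin exposure of roughly 18 to 22 hours; normalized against plate controls of thapsigargin alone and 5% DMSO vehicle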
Hep lipid drop = inhibitors of hepatocyte lipid droplet formation, primary screen, imaging, high-throughput imaging, BODIPY stain | actives 0.4% (n = 240,000) | inhibition, % at 6.5 µM | AML12 mouse hepatocytes, oleate lipid droplets;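 active = lipid droplet intensity inhibited by at least 50%, with more than 500 cells counted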
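Assay system: AML12 hepatocytes (mouse) / Also added: 100 µM oleic acid challenge / Times: overnight treatment with compound plus oleate / Detection: high-content imaging of BODIPY-stained droplets and DAPI nuclei / Evaluation: % inhibition of lipid droplet signal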
bCat nuc transl = modulators of beta-catenin nuclear translocation, primary screen, imaging, HeLa cells, immunofluorescence, high-content. AID 1665, 2009. actives 0.3% (n = 190,000). nuclear translocation activity, % at 5 µM;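 active = nuclear translocation activity above 50% at 5 µM, with a well cell count of 50 or more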;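 note: per-cell ratio of nuclear to cytoplasmic median beta-catenin stain intensity; plate controls were DMSO negative control for no effect and GSK-3 inhibitor IX positive control for full effect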
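Test system: human HeLa cells, endogenous beta-catenin. Times: 24 h compound exposure, 37°C. Measured by: beta-catenin immunofluorescence imaging with DAPI.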
Dynein cargo inh = inhibitors of GR-EGFP nuclear translocation, primary screen, dynein cargo transport inhibitor project, imaging, high-content, 3617.4 mouse cells; actives 0.47% (n = 220,000); z-score, hits read low; test concentration mostly 20 µM; stimulated with dexamethasone, 1 µM; stronger effect = lower value; AID 1381, 2008;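 active = plate z-score of nuclear minus cytoplasmic receptor signal below a set negative limit, without overly bright fluorescence or cell loss, cut at about -3.5 in these data, passing the limit was not always enough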;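 note: z-score of nuclear minus cytoplasmic ring GR-EGFP intensity difference per well; some compounds called inactive have numbers as strong as hits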
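Buffer or medium: tet-free, stripped-serum medium; Also added: dexamethasone, 1.0 µM final; Technique: high-content fluorescence imaging after fixation; Times: 48 h induction, 1 h compound, 30 min dex at 37 °C; Read-out: per-cell GR-EGFP intensity, nucleus versus surrounding cytoplasmic ring, well-averaged.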
MT stabilize HCS = microtubule stabilizers in HeLa cells, primary screen, imaging, high-content imaging | HeLa tubulin immunostaining HCS, 24 h; share of cells brighter than vehicle mean+2SD | % tubulin-high responders, % at 10 µM | actives 0.83% (n = 200,000);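 active = plate Z-score above 3 for both tubulin-high and condensed-nucleus cell shares, with cell loss under 80%, at 10 µM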;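 note: anti alpha tubulin signal scored within the nucleus-defined area of each cell; some results filed as inactive read as strong as hits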
Dynein cargo inh cytoplasmic EGFP = further read-out of Dynein cargo inh, marked with its call; z-score; measured here: cytoplasmic GR-EGFP intensity; stronger effect = higher value
Dynein cargo inh nuclear GR-EGFP = recorded beside Dynein cargo inh, whose call it bears; z-score; measured here: nuclear GR-EGFP intensity;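 lower value marks the stronger effect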
Dynein cargo inh cell count = second read-out of Dynein cargo inh, no call of its own (marks repeat the call); z-score; measured here: cell count per field
Insulin prom up cell count = second read-out of Insulin prom up, no call of its own (marks repeat the call); cell count; measured here: cytotoxicity, nuclei count;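 total cells summed across four imaged fields per well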
Hep lipid drop cells 6.5 µM = second read-out of Hep lipid drop, no call of its own (marks repeat the call); cell count; measured here: cell count, cytotoxicity flag;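 cells counted across two imaged fields per well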
bCat nuc transl cell count 5 µM = recorded beside bCat nuc transl, whose call it bears; cell count; measured here: cell count, cytotoxicity flag
T cell modulator vesicle-bound % = recorded beside T cell modulator, whose call it bears; double positive events, %; measured here: CD8+ vesicle-bound cell fraction;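 binding gate set so that unloaded-vesicle control wells show 10% double positive cells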
MT stabilize HCS Hoechst-high % = further read-out of MT stabilize HCS, marked with its call; % Hoechst-high responders; measured here: nuclear condensation Hoechst responders;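 share of cells brighter than vehicle mean plus two SD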
MT stabilize HCS cytotoxicity % = recorded beside MT stabilize HCS, whose call it bears; toxicity, %; measured here: cytotoxicity by cell density;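 0% = mean cell density of plate MIN control wells and 100% = no cells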
Autophagy mod cell loss 18 h = further read-out of Autophagy mod, marked with its call; toxicity, %; measured here: cell loss, nuclei count;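 cell loss after 18 h compound exposure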
* hit, by the source's call; i = inactive; · = no result given.

SMILES	Autophagy mod	Autophagy mod cell loss 18 h	PhoP inhibition	Insulin prom up	Insulin prom up cell count	T cell modulator	T cell modulator vesicle-bound %	ER stress rescue	Hep lipid drop	Hep lipid drop cells 6.5 µM	bCat nuc transl	bCat nuc transl cell count 5 µM	Dynein cargo inh	Dynein cargo inh cytoplasmic EGFP	Dynein cargo inh nuclear GR-EGFP	Dynein cargo inh cell count	MT stabilize HCS	MT stabilize HCS Hoechst-high %	MT stabilize HCS cytotoxicity %
N#Cc1cccc(C(c2nnnn2CCc2ccccc2)N2CCN(C3CCCCC3)CC2)c1 (stereo unspecified)	i	4	0%	0.1	1251	i	28	4.9%	·	·	-2.6	1262	-1	-0.33	-0.21	0.12	3.8	2.5	5.5
Cc1ccc(-c2nc(CS(=O)CC(=O)NCc3ccccn3)c(C)o2)cc1 (stereo unspecified)	i	6	4%	0.28	973	i	39	0.3%	·	·	·	·	-0.5	-0.24	-0.093	0.43	5.6	3.1	9.4
O=C(CSC1CC(=O)N(CCc2ccccc2)C1=O)Nc1ccc(Br)cc1 (stereo unspecified)	i	-26	2%	0.54	1538	i	27	-1.7%	·	·	-1.1	1420	0.034	0.73	0.93	-0.44	1.8	1.4	5.7
O=C(O)CN(Cc1ccco1)S(=O)(=O)c1ccc(F)cc1	i	0	-4%	·	·	i	30	·	·	·	·	·	0.12	-0.22	0.13	0.11	6.1	3.7	5.8
Nc1nc(N2CCOCC2)nc(N(c2ccccc2)c2ccccc2)n1	i	7	6%	0.12	951	i	29	-0.9%	·	·	·	·	-1.1	-0.24	-0.52	0.47	3.7	3.9	3.5
O=C(Nc1ccc(N2CCCC2=O)cc1)c1cccc(F)c1	i	-2	-7%	0.59	1324	i	47	-4.8%	12	749	·	·	0.4	0.4	0.99	-1.1	2.3	2.1	22
CCC(=O)Nc1cccc2cccnc12	i	-6	5%	-0.22	1497	i	8	1.6%	4	649	0.0	1576	-0.12	-0.081	0.28	0.47	2.2	2.5	7.1
CNC(=O)C(=O)Nc1c(C)cc(C)cc1C	i	5	-1%	0.38	1352	i	29	-5.8%	14	682	0.2	969	-0.58	-0.069	-0.089	-0.01	2.1	1.7	2.4
COC(=O)c1ccc(-c2ncc[nH]2)cc1	i	-2	-6%	-1	1495	i	33	2.7%	-5	749	0.2	1525	-0.22	-0.24	-0.12	0.66	4.2	1.6	4.4
Cn1c(-c2ccc(C=O)s2)nc2c3ccccc3c3ccccc3c21	i	11	-6%	0.91	953	i	30	-1.6%	-28	777	·	·	0.77	1.6	0.28	-0.46	28	4.0	27
CCN=C1SC(CC(=O)Nc2ccccc2)C(=O)N1CC (stereo unspecified)	i	-3	1%	-0.22	1236	i	34	·	-14	684	·	·	-0.066	-0.28	0.61	-0.011	3.4	1.3	4.8
CC(C)(C)C(=O)CC1(O)C(=O)N(Cc2ccccc2)c2ccccc21 (stereo unspecified)	i	-7	3%	1.2	817	·	·	-0.5%	-21	806	·	·	0.3	-0.22	0.33	1.2	1.0	1.2	6.6
CC1=C(C(=O)OCc2ccc(C)cc2)C(c2ccc(O)c([N+](=O)[O-])c2)NC(=O)N1 (stereo unspecified)	i	4	-3%	-0.77	1051	i	64	-1.2%	·	·	-2.9	1036	0.28	-0.025	0.27	0.57	3.7	3.5	9.8
O=C(Cn1nnc(-c2ccncc2)n1)Nc1ccc2c(c1)CCC2	i	-8	7%	1.1	1774	i	27	-2.5%	-2	631	0.4	1062	-0.088	-0.14	0.15	1.4	2.4	2.0	7.3
CCOC(=O)c1ccc(NC(=O)CN2CCN(CCN=CC3=C(O)CC(C)(C)CC3=O)CC2)cc1	i	26	20%	·	·	·	·	-2.1%	4	718	1.0	534	0.44	-0.15	0.54	-0.094	2.9	1.9	3.8
CCN(CC)S(=O)(=O)c1ccc(N2CCOCC2)c(NS(=O)(=O)c2cc(C(C)(C)C)ccc2C)c1	i	9	-6%	-1.4	1188	i	32	2.2%	-22	562	3.3	1030	-0.37	-0.21	0.1	-0.71	2.4	1.1	4.5
COC(=O)NCC(c1cccnc1)N1CCN(c2ccccc2OC)CC1 (stereo unspecified)	i	20	-9%	-0.82	1575	i	18	1.8%	·	·	-1.4	1338	0.41	0.16	0.39	-0.26	8.2	2.2	18
Cc1ccc2cc(/C=N/NC(=O)c3ccccc3O)c(Cl)nc2c1	i	10	4%	-0.41	1403	i	6	-0.3%	-14	582	1.9	1049	3.4	0.0092	1.9	-0.99	6.6	1.9	5.8
Cc1nc2cc(N3CCCCC3)c(NC(=O)c3ccncc3)cc2c(=O)n1Cc1ccccc1	i	-3	-8%	-1.6	1150	·	·	3.5%	6	811	-8.2	1289	0.64	-0.056	0.82	-0.73	3.2	1.8	7.2
Cc1sc(NC(=O)C2CCCCC2C(=O)O)c(C(N)=O)c1-c1ccccc1 (stereo unspecified)	i	-28	-1%	·	·	i	33	-1.3%	·	·	·	·	0.97	-0.24	0.37	0.28	4.2	1.6	7.2
COc1ccc(C(=O)C[n+]2ccc(-c3nnc4n3CCC4)cc2)cc1	i	-9	8%	0.3	1463	i	47	-1.3%	24	605	-1.0	1150	0.33	-0.22	0.34	-0.73	3.1	1.8	2.4
COc1ccc(/C=N/S(=O)(=O)c2ccccc2)cc1OC	i	10	-10%	0.01	1464	i	50	-1.3%	-8	692	0.4	1415	-0.054	-0.3	0.47	-0.079	3.3	3.0	3.4
Cc1cc(C)c2c(=O)n(CC(=O)N3CCC(Cc4ccccc4)CC3)sc2n1	i	-2	-5%	·	·	·	·	·	3	651	-2.8	1158	-1.5	-0.16	-0.37	0.66	4.0	2.1	6.7
O=C(O)CSc1nnc(Cc2ccccc2)n1Cc1ccccc1	i	20	6%	0.58	716	i	12	-0.5%	0	726	0.4	1020	-0.58	-0.23	-0.89	-0.0049	5.1	3.3	3.1
OCC1(Cc2ccccc2)CCCN(Cc2ccc3c(c2)OCCO3)C1 (stereo unspecified)	i	-12	-10%	-0.29	1518	i	22	-0.7%	-1	766	-3.1	1017	-0.76	-0.019	-0.18	0.3	2.9	1.4	5.7
Cc1[nH][nH]c(=O)c1C(c1ccc(-c2ccc(Cl)cc2)o1)c1c(C)[nH][nH]c1=O	i	2	-2%	-0.92	949	i	34	0.6%	3	766	5.3	1122	-0.82	0.15	-0.075	0.72	1.9	0.9	1.5
CCN(C(=O)COC(=O)c1cc(-c2ccccc2)nc2ccc(Br)cc12)C1CCS(=O)(=O)C1 (stereo unspecified)	i	12	-6%	-0.23	1275	i	11	-1.6%	1	641	-0.8	1033	0.031	-0.37	0.31	0.01	8.5	1.6	8.8
O=C(NCC1CCCO1)c1cncc(Br)c1 (stereo unspecified)	i	-1	-4%	0.16	1251	i	22	-0.1%	-7	709	-0.9	1072	0.94	-0.36	0.6	0.49	0.2	4.7	8.6
CCOC(=O)N1CCN(Cc2nc3c(c(=O)[nH]c(=O)n3C)n2CCCc2ccccc2)CC1	i	-22	4%	·	·	i	28	-0.3%	·	·	·	·	-0.079	-0.21	-0.017	0.43	2.2	1.3	10
COCCCNS(=O)(=O)c1ccc(Cl)c(C(F)(F)F)c1	i	-2	-6%	0.67	1235	i	6	-0.5%	-12	679	1.0	1105	0.97	-0.24	0.61	-0.72	2.9	2.0	6.5
Cc1ccc(S(=O)(=O)NN2Cc3ccccc3C2=N)cc1	i	-8	0%	-0.88	1243	i	36	-1.5%	-2	650	-3.4	1049	-0.78	-0.086	-0.75	0.21	2.5	2.2	0.4

Fetched by structure from the entries so far:
SMILES	Autophagy mod	Autophagy mod cell loss 18 h	PhoP inhibition	Insulin prom up	Insulin prom up cell count	T cell modulator	T cell modulator vesicle-bound %	ER stress rescue	Hep lipid drop	Hep lipid drop cells 6.5 µM	bCat nuc transl	bCat nuc transl cell count 5 µM	Dynein cargo inh	Dynein cargo inh cytoplasmic EGFP	Dynein cargo inh nuclear GR-EGFP	Dynein cargo inh cell count	MT stabilize HCS	MT stabilize HCS Hoechst-high %	MT stabilize HCS cytotoxicity %
Cc1cc(C)c2c(=O)n(CC(=O)N3CCC(Cc4ccccc4)CC3)sc2n1	i	-2	-5%	·	·	·	·	·	3	651	-2.8	1158	-1.5	-0.16	-0.37	0.66	4.0	2.1	6.7
Cc1nc2cc(N3CCCCC3)c(NC(=O)c3ccncc3)cc2c(=O)n1Cc1ccccc1	i	-3	-8%	-1.6	1150	·	·	3.5%	6	811	-8.2	1289	0.64	-0.056	0.82	-0.73	3.2	1.8	7.2
